sEH activator = soluble epoxide hydrolase (human) activation | P34913 | purified human sEH enzymatic activity, activator screen | activation, % at 2 µM | actives 0.04% (n = 91,000); in the data active = activation above about 37%; note: values of inactives mirror those of a sister screen read the other way
CD11b adhes enh = enhancers of human CD11b/CD18 binding to fibrinogen; P05107+P11215; actives 0.07% (n = 93,000); activation, % at 10 µM; K562 CD11b/CD18 adhesion to fibrinogen, ATPlite luminescence;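 active = 10 µM primary screen giving 50% or more activity, confirmed by 40% or more on retest at that dose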; note: strong numbers were not always called active; reference of the scale not given here
Target sequence (P05107 whole entry, looked up, other chains not shown): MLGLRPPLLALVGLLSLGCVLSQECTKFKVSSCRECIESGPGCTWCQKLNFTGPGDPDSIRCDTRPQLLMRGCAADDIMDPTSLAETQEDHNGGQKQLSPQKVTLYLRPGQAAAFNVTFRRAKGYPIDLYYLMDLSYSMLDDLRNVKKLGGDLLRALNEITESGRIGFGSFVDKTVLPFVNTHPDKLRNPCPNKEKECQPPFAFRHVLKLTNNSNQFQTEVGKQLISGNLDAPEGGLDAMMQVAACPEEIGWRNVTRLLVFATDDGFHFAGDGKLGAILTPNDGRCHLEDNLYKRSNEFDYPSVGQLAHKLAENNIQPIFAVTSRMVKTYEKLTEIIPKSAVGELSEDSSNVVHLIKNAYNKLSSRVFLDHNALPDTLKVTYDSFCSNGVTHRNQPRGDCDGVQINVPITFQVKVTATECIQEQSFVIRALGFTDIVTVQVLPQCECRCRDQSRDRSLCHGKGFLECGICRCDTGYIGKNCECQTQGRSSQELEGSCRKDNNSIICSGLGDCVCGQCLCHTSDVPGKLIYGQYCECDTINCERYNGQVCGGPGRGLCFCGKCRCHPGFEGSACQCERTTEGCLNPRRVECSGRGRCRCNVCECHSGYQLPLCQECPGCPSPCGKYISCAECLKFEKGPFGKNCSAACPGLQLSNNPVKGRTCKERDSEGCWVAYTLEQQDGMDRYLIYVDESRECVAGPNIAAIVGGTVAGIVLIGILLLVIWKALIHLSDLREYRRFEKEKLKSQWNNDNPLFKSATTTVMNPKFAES
Calb biofilm kill = kills Candida albicans biofilms. C. albicans biofilm + clotrimazole, Alamar Blue. inhibition, % at 6 µM. actives 0.14% (n = 85,000);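 active = inhibition above 20%; inactive = inhibition below 20%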;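 note: preformed 24 hr biofilms exposed to compound for 48 hr; 0% = biofilm without compound and 100% = blank killed by clotrimazole plus chlorhexidine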
sEH inhibitor = inhibitors of human soluble epoxide hydrolase; P34913; actives 0.34% (n = 91,000); recombinant human sEH enzymatic activity assay; AID 707; inhibition, % at 2 µM; in the data active = inhibition above about 80%; note: values of inactives mirror those of a sister screen read the other way; many of its hits are not listed in these tables
ERa SRC1 pot = enhances coactivator binding to human estrogen receptor alpha; coactivator binding (% of control), % at 25.6 µM; AID 639; P03372; TR-FRET ERalpha-LBD/SRC-Cy5 coactivator binding, 2 h; 100 = basal binding, no effect; actives 1.3% (n = 86,000); in the data active = activity above about 200%;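 note: binding measured in presence of low estradiol as agonist stimulus; 0% = peptide alone without receptor and 100% = receptor with peptide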
ERb coact inh = blocks coactivator binding to human estrogen receptor beta. TR-FRET ER-beta LBD / SRC1-Cy5 peptide binding; receptor agonist-loaded with 1 µM estradiol. AID 633. inhibition, % at 25.6 µM. actives 1.3% (n = 86,000). Q92731;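 active = compounds whose percent inhibition of the receptor-coactivator binding signal exceeds about 50% in the single-dose screen, limit read from the data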;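 note: 0% = receptor plus peptide wells without compound and 100% = peptide-only wells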
MT1-MMP txn act = MT1-MMP promoter transcription activation; HT1080 MT1-MMP promoter luciferase reporter, luminescence, overnight; active compounds read high; activation factor at 10 µM; actives 0.16% (n = 86,000);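 active = activation factor of at least 2 for MT1-MMP transcription at 10 µM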
Smad3 FoxH1 inh = Smad3 (human) transcription factor binding inhibition; inhibition, % at 25 µM; AID 630; actives 0.29% (n = 88,000); TR-FRET Smad3/Dy647-FoxH1 peptide binding, europium anti-His;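 active = compounds that reduce the energy-transfer binding signal between the protein and its labelled peptide by more than half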;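 note: 0% = Smad3 plus labelled peptide maximal FRET and 100% = peptide-only background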
CD11b adhes inh = blocks human CD11b/CD18 adhesion to fibrinogen. P05107+P11215. K562 CD11b/CD18 adhesion to fibrinogen, ATPlite luminescence; Mn2+ added to activate the integrin. inhibition, % at 10 µM. actives 0.54% (n = 93,000);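 active = primary inhibition of 50% or more at 10 µM, then 40% or more on retest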; note: some results filed as inactive read as strong as hits
Active calls of the source: *; [ ] = dose if it differs, or a comment. These rows are one share of the data, so the mix of outcomes need not match the whole.

For C/C(=N\NC(=O)C(C)Oc1ccc([N+](=O)[O-])cc1)c1ccccn1 (stereo unspecified) the results were sEH activator -3, CD11b adhes enh 0, sEH inhibitor 5 and CD11b adhes inh 4.
For C=CC(C)Sc1nc2c(c(=O)n(C)c(=O)n2C)n1Cc1ccccc1Cl (stereo unspecified) the results were CD11b adhes enh -2, Calb biofilm kill -15, ERa SRC1 pot 51[fluorescence artefact?], ERb coact inh 15[fluorescence artefact?], MT1-MMP txn act 1.2, Smad3 FoxH1 inh 2 and CD11b adhes inh -14.
Screening Cc1ccnc(NS(=O)(=O)c2ccc(NC(=O)C34CC5CC(CC(C5)C3)C4)cc2)n1 returned sEH activator -4, CD11b adhes enh -3, Calb biofilm kill -2, sEH inhibitor 3, ERa SRC1 pot 101, ERb coact inh 5, MT1-MMP txn act 1.1, Smad3 FoxH1 inh 8 and CD11b adhes inh -7.
For COC(=O)c1nc2ccccc2s1 the results were sEH activator -5, Calb biofilm kill 8, sEH inhibitor 5, ERa SRC1 pot 116, ERb coact inh -8, MT1-MMP txn act 1.2 and Smad3 FoxH1 inh 10.
For Fc1ccc(CSc2ncnc3c2oc2ccccc23)cc1 the results were Calb biofilm kill 10, ERa SRC1 pot 192[fluorescence artefact?], ERb coact inh 56*[fluorescence artefact?], MT1-MMP txn act 0.9 and Smad3 FoxH1 inh 24[fluorescence artefact?].
`COc1ccc(O)c(C=Nc2cc(C)on2)c1` gave sEH activator -8, CD11b adhes enh -3, Calb biofilm kill 6, sEH inhibitor 8, ERa SRC1 pot 102, ERb coact inh -4, MT1-MMP txn act 1.1, Smad3 FoxH1 inh -2 and CD11b adhes inh -1.
`CS(=O)(=O)N(Cc1ccc(C(=O)NCCSCc2ccco2)cc1)c1ccccc1` gave sEH activator -81, CD11b adhes enh 0, Calb biofilm kill 1, sEH inhibitor 81*, ERa SRC1 pot 106, ERb coact inh -7, MT1-MMP txn act 1.1, Smad3 FoxH1 inh 14 and CD11b adhes inh -28.
Screening COc1c(C)cc(S(=O)(=O)N2CCCC2)c(C)c1C returned sEH activator -5, CD11b adhes enh 2, Calb biofilm kill -2, sEH inhibitor 7, ERa SRC1 pot 99, ERb coact inh 1[fluorescence artefact?], MT1-MMP txn act 1.2, Smad3 FoxH1 inh 2 and CD11b adhes inh -2.
Cc1cccc(C)c1OCCSc1n[nH]c(N)n1 was read as sEH activator 9, CD11b adhes enh -8, sEH inhibitor -8 and CD11b adhes inh -3.
`CCOc1cc(C(=O)OCC(=O)c2c(N)n(C)c(=O)n(C)c2=O)cc(OCC)c1OCC` gave sEH activator -15, CD11b adhes enh 2, Calb biofilm kill 2, sEH inhibitor 16, ERa SRC1 pot 161, ERb coact inh -3, MT1-MMP txn act 1.1, Smad3 FoxH1 inh 13[fluorescence artefact?] and CD11b adhes inh -42.
O=C(CCn1nnc(-c2cccs2)n1)NC1CCCCC1 was read as sEH activator 0, CD11b adhes enh 4, Calb biofilm kill 5, sEH inhibitor 3, ERa SRC1 pot 104, ERb coact inh -6, MT1-MMP txn act 1.2, Smad3 FoxH1 inh 0 and CD11b adhes inh 4.
`Cc1cccc(OCCCCCNCCO)c1` gave CD11b adhes enh 12, Calb biofilm kill 4, ERa SRC1 pot 106, ERb coact inh 0, MT1-MMP txn act 1, Smad3 FoxH1 inh 3 and CD11b adhes inh -14.
Screening O=C(c1ccc(-c2cccc(C(F)(F)F)c2)o1)N1CCOCC1 returned sEH activator 0, CD11b adhes enh 8, Calb biofilm kill -4, sEH inhibitor 3, ERa SRC1 pot 93[fluorescence artefact?], ERb coact inh -12, MT1-MMP txn act 1.3, Smad3 FoxH1 inh -5 and CD11b adhes inh -3.
Screening CC(C)N1C(=O)S/C(=C/c2ccc3c(c2)n(C)c(=O)n3C)C1=O returned sEH activator -7, CD11b adhes enh -2, sEH inhibitor 7 and CD11b adhes inh 19.
For Cc1nc2c(o1)CCc1ccccc1C2N1CCN(C)CC1 (stereo unspecified) the results were CD11b adhes enh -2, Calb biofilm kill 0, ERa SRC1 pot 110, ERb coact inh 0[fluorescence artefact?], MT1-MMP txn act 1.3, Smad3 FoxH1 inh -2 and CD11b adhes inh -1.
Screening CCOc1ccc2oc(C(=O)OCC(=O)NC(=O)NC3CCCC3)c(C)c2c1 returned sEH activator 5, CD11b adhes enh -5, Calb biofilm kill 5, sEH inhibitor -4, ERa SRC1 pot 118, ERb coact inh 4, MT1-MMP txn act 1.2, Smad3 FoxH1 inh 7 and CD11b adhes inh -6.
Cc1ccc(NC(=O)C2(S(=O)(=O)c3ccc(C)cc3)CC2)cc1 was read as sEH activator -1, CD11b adhes enh 0, Calb biofilm kill 8, sEH inhibitor 3, ERa SRC1 pot 105, ERb coact inh -2, MT1-MMP txn act 1.2, Smad3 FoxH1 inh 15 and CD11b adhes inh -20.
Screening COc1ccc(N2CCN(Cc3nc4c(c(=O)[nH]c(=O)n4C)n3CCCc3ccccc3)CC2)cc1 returned sEH activator 0, Calb biofilm kill -1, sEH inhibitor 1, ERa SRC1 pot 93, ERb coact inh -1, MT1-MMP txn act 1.3 and Smad3 FoxH1 inh -11.
Screening O=C(CNC(=O)OCc1ccccc1)NCC(=O)N1CCCC1C(=O)OCc1ccccc1 (stereo unspecified) returned sEH activator 12, CD11b adhes enh -1, Calb biofilm kill 1, sEH inhibitor -9, ERa SRC1 pot 95, ERb coact inh -3, MT1-MMP txn act 1.1, Smad3 FoxH1 inh -6 and CD11b adhes inh 3.
For Cc1ccc(NC(=O)c2ccc(Cn3cc(Br)cn3)o2)cc1 the results were sEH activator -36, Calb biofilm kill 0, sEH inhibitor 36, ERa SRC1 pot 101, ERb coact inh -14, MT1-MMP txn act 1.3 and Smad3 FoxH1 inh -3.
Screening CCN(CC#CCC(O)(c1ccccc1)C1CCCC1)C(C)C (stereo unspecified) returned sEH activator 3, CD11b adhes enh 0, Calb biofilm kill 1, sEH inhibitor 0, ERa SRC1 pot 103, ERb coact inh 2, MT1-MMP txn act 1.1, Smad3 FoxH1 inh -15 and CD11b adhes inh 11.
Screening COc1ccc2[nH]c(=O)c(CN(C(=O)c3ccccn3)C3CCCCC3)cc2c1 returned sEH activator 9, CD11b adhes enh 2, Calb biofilm kill 5, sEH inhibitor -11, ERa SRC1 pot 108[fluorescence artefact?], ERb coact inh -6, MT1-MMP txn act 1.2, Smad3 FoxH1 inh 6 and CD11b adhes inh -18.
For CCCn1c(SCC#N)nc2c(c1=O)C1(CCCC1)Cc1ccccc1-2 the results were sEH activator 5, CD11b adhes enh -1, Calb biofilm kill 9, sEH inhibitor -2, ERa SRC1 pot 103, ERb coact inh -2, MT1-MMP txn act 1.4, Smad3 FoxH1 inh -5 and CD11b adhes inh -13.
COC(=O)C1(Cc2ccccc2)NC(c2ccccc2C)C2C(=O)N(c3ccc4c(c3)OCO4)C(=O)C21 (stereo unspecified) was read as sEH activator 6, Calb biofilm kill 4, sEH inhibitor -3, ERa SRC1 pot 102, ERb coact inh -13[fluorescence artefact?], MT1-MMP txn act 1.2 and Smad3 FoxH1 inh 4.
COC(=O)CSc1nc(C)c(Oc2ccccc2)c(=O)[nH]1 was read as CD11b adhes enh -2, Calb biofilm kill 4, ERa SRC1 pot 99, ERb coact inh 22, MT1-MMP txn act 1.2, Smad3 FoxH1 inh 3 and CD11b adhes inh -5.
Screening CCOC(=O)C(C(=O)OCC)N(C#N)c1nc(C)cc(C)n1 returned sEH activator -4, CD11b adhes enh 4, sEH inhibitor 4 and CD11b adhes inh -26.
Cn1c(C(=O)O)c(CC(=O)NCc2cccnc2)c2ccccc21 was read as sEH activator 1, CD11b adhes enh 7, Calb biofilm kill 4, sEH inhibitor -2, ERa SRC1 pot 114, ERb coact inh -4, MT1-MMP txn act 1, Smad3 FoxH1 inh -3 and CD11b adhes inh 25.
Screening Cc1ccc(OCC(O)CN2CCN(Cc3ccc4c(c3)OCO4)CC2)c(C)c1 (stereo unspecified) returned sEH activator 5, CD11b adhes enh -4, Calb biofilm kill 4, sEH inhibitor -5, ERa SRC1 pot 102, ERb coact inh 4, MT1-MMP txn act 1.1, Smad3 FoxH1 inh 0 and CD11b adhes inh 7.
Screening CSCC[C@H](NC(=O)C1CCN(S(=O)(=O)c2ccc(C)cc2)CC1)C(=O)NCC1CCCO1 (stereo partly specified) returned sEH activator 11, CD11b adhes enh -2, Calb biofilm kill 11, sEH inhibitor -14, ERa SRC1 pot 113, ERb coact inh 1, MT1-MMP txn act 1, Smad3 FoxH1 inh 7[fluorescence artefact?] and CD11b adhes inh 11.
O=C(Nc1cc(Cl)cc(Cl)c1)C(NCCO)c1ccccc1 (stereo unspecified) was read as Calb biofilm kill 1, ERa SRC1 pot 101, ERb coact inh -7, MT1-MMP txn act 1.1 and Smad3 FoxH1 inh -10.
For C=CCn1c(N)cc(=O)nc1SCC(=O)NC(C)c1ccccc1 (stereo unspecified) the results were sEH activator 7, CD11b adhes enh -1, Calb biofilm kill -5, sEH inhibitor -1, ERa SRC1 pot 112, ERb coact inh -21, MT1-MMP txn act 1, Smad3 FoxH1 inh 8 and CD11b adhes inh 5.
`COc1c(C)cc(Br)cc1C(=O)O` gave sEH activator 7, CD11b adhes enh 2, Calb biofilm kill 0, sEH inhibitor -7, ERa SRC1 pot 118, ERb coact inh 20, MT1-MMP txn act 0.9, Smad3 FoxH1 inh -19 and CD11b adhes inh -13.
COc1ccc(/C=N/NC(=O)C(C)n2nnc3ccccc32)cc1OC (stereo unspecified) was read as sEH activator -16, CD11b adhes enh 4, sEH inhibitor 18 and CD11b adhes inh -1.
O=C(CSc1ccccn1)N1CCN(C(=O)CSc2ccccn2)CC1 was read as CD11b adhes enh -2, Calb biofilm kill 4, ERa SRC1 pot 128, ERb coact inh -16[fluorescence artefact?], MT1-MMP txn act 1.1, Smad3 FoxH1 inh -1 and CD11b adhes inh 1.
Cc1n(CC(O)COC2CCCCC2)c2ccccc2[n+]1C (stereo unspecified) was read as sEH activator 6, Calb biofilm kill 3, sEH inhibitor -2, ERa SRC1 pot 116, ERb coact inh -6, MT1-MMP txn act 1.1 and Smad3 FoxH1 inh 3.
`O=C(CCC1CCCC1)N1CCN(C(=O)c2ccco2)CC1` gave sEH activator 1, CD11b adhes enh -5, Calb biofilm kill 8, sEH inhibitor -2, ERa SRC1 pot 118, ERb coact inh -6, MT1-MMP txn act 1.2, Smad3 FoxH1 inh 0 and CD11b adhes inh 28.
`Cc1ccc(-n2nc(C)c3c2OC(N)=C(C#N)C3c2cccs2)cc1` (stereo unspecified) gave CD11b adhes enh -3, Calb biofilm kill 9, ERa SRC1 pot 90[fluorescence artefact?], ERb coact inh 0, MT1-MMP txn act 1.5, Smad3 FoxH1 inh 2 and CD11b adhes inh 3.
For Cc1cnn(C(=O)c2oc3ccccc3c2C)c1 the results were sEH activator 2, CD11b adhes enh -4, Calb biofilm kill 3, sEH inhibitor 1, ERa SRC1 pot 106, ERb coact inh -7, MT1-MMP txn act 1, Smad3 FoxH1 inh 7[fluorescence artefact?] and CD11b adhes inh -14.
`COc1ccc(Cn2nnnc2C(c2cccs2)N2CCCCCC2)cc1` (stereo unspecified) gave sEH activator -5, CD11b adhes enh 2, Calb biofilm kill 7, sEH inhibitor 8, ERa SRC1 pot 101, ERb coact inh -12, MT1-MMP txn act 1.2, Smad3 FoxH1 inh -3 and CD11b adhes inh 12.

A section taken from the entries so far, as a working copy:
Screening Cc1ccnc(NS(=O)(=O)c2ccc(NC(=O)C34CC5CC(CC(C5)C3)C4)cc2)n1 returned sEH activator -4, CD11b adhes enh -3, Calb biofilm kill -2, sEH inhibitor 3, ERa SRC1 pot 101, ERb coact inh 5, MT1-MMP txn act 1.1, Smad3 FoxH1 inh 8 and CD11b adhes inh -7.
For COC(=O)c1nc2ccccc2s1 the results were sEH activator -5, Calb biofilm kill 8, sEH inhibitor 5, ERa SRC1 pot 116, ERb coact inh -8, MT1-MMP txn act 1.2 and Smad3 FoxH1 inh 10.

Bioassay records: PubChem, several laboratories
